NCI-60 one-dose screen, 48 h, at 10 µM unless noted. Numbers give growth in % (100 = growth as untreated, 0 = no growth, -100 = all killed).
EKVX: EKVX NSCLC; 71,000 tested, 3% active
SK-MEL-28: SK-MEL-28 melanoma | 81,000 tested, 4.1% active | AID 1794761
HOP-62: HOP-62 NSCLC. 80,000 tested, 3.9% active. AID 1794735
SK-MEL-2: SK-MEL-2 melanoma; 77,000 tested, 4.7% active
SK-MEL-5: SK-MEL-5 melanoma; 80,000 tested, 6.4% active
A549/ATCC: A549/ATCC NSCLC; 81,000 tested, 3.7% active; AID 1794740
HOP-92: HOP-92 NSCLC cells | 71,000 tested, 6.3% active
M14: M14 melanoma | 80,000 tested, 6.2% active | AID 1794745
The depositor's hits bear a star; · = not tested or not shown. The calls were made as follows: active = growth percent below 10; inactive = the rest.

#	Structure	M14	SK-MEL-2	HOP-62	SK-MEL-5
1	CCC(O)C1Sc2ccccc2N1C (stereo unspecified)	102	81	91	101
2	C/C(=N\N=C\c1ccc(Cl)cc1)c1nnn(-c2ccc(Cl)cc2)c1C	95	105	110	98
3	O=C(CNc1ncnc2sc3c(c12)CCCC3)NN1C(=O)C=CC1=O	99	104	101	99
4	COc1ccc(/C=N/Nc2cc(=O)[nH]c3ccc(Cl)cc23)cc1OC	106	84	105	68
5	Cc1nn2c(-c3nc4cc(C)c(C)cc4[nH]3)c(-c3ccc(F)cc3)nc2s1	107	104	106	95
6	Cc1nc(Cl)c(C)c(=O)[nH]1	108	114	98	103
7	CCCCOc1ncnc2c1CC(C)c1cc(C)ccc1N2C (stereo unspecified)	101	96	92	106
8	COc1ccc(C2C(C(=O)Nc3ccc(F)cc3)=C(C)Nc3ncnn32)cc1 (stereo unspecified)	116	95	114	104
9	Cc1c(C(=O)NCCC(=O)NO)sc2ncnc(Nc3ccc(F)c(Cl)c3)c12	105	101	105	102
10	Nc1c(C(=O)Nc2ccccc2)nnn1-c1ccccc1	104	109	112	99
11	CC(O)(c1ccc(Cl)cc1)c1ccccn1 (stereo unspecified)	93	98	91	97
12	COc1cc2nc(-c3ccc(C)cc3)cc(OCCCNCC3CCCO3)c2cc1OC (stereo unspecified)	14	112	75	78

#	SK-MEL-28	A549/ATCC	EKVX	HOP-92
1	101	79	91	106
2	101	101	92	93
3	105	99	97	104
4	115	98	88	99
5	99	87	·	72
6	109	93	107	96
7	115	93	86	120
8	112	103	116	132
9	112	104	99	118
10	111	99	107	114
11	109	82	96	74
12	68	62	73	47

(more compounds)
#	Structure	M14	SK-MEL-2	HOP-62	SK-MEL-5
13	O=C(NNc1ncnc2ccccc12)Nc1ccc(Cl)cc1	100	113	82	99
14	COc1ccc2sc(-n3nc4nc5n(c(=O)c4c3N)-c3ccccc3Sc3ccccc3-5)nc2c1	77	82	·	41
15	COc1cc(-c2ccc[nH]2)[nH]c1/C=C1\N=C(C)C(C(=O)CCCCCCCCC(=O)Nc2ccc(-c3c4nc(c(-c5ccccc5)c5ccc([nH]5)c(-c5ccccc5)c5nc(c(-c6ccccc6)c6ccc3[nH]6)C=C5)C=C4)cc2)=C1C	106	102	99	100
16	COc1ccccc1/C=C(\C#N)C(=O)O	100	112	99	108
17	CCOC(=O)C1(CC)C(=O)C(=O)N(c2ccccc2)C1c1ccccc1 (stereo unspecified)	106	115	104	106
18	O=C1C=C(O)C(=O)C(CC2=C(O)C(=O)C=C(O)C2=O)=C1O	104	104	104	·
19	N#C/C(=C\n1ccc(=O)[nH]c1=S)C(N)=O	104	107	98	102
20	CCCCCCC/C=C/[C@H]1O[C@]23C(=O)C[C@@]4(C[C@@H](OC5OC(CO)C(O)C(O)C5O)C[C@@H]4[C@H]2C=C1C)OC3=O (stereo partly specified)	-12*	-9.5*	17	8.7*
21	CCc1nnc(NC(=O)c2nnn(-c3ccccc3)c2-c2ccco2)s1	98	108	93	83
22	Nc1nc(SCc2ccccc2)c2ncn(C3CCCC3)c2n1	129	95	107	94
23	OB(Cc1ccccc1)c1ccccc1	102	115	91	110
24	CC1(C)CC(=O)C=C(N2CCCC2)C1	106	118	119	106

#	SK-MEL-28	A549/ATCC	EKVX	HOP-92
13	105	110	84	89
14	93	68	42	74
15	107	95	·	76
16	108	109	119	86
17	116	98	99	105
18	110	92	102	109
19	106	99	101	92
20	-5.6*	62	87	59
21	95	97	85	91
22	141	107	100	106
23	104	89	119	102
24	111	111	105	108

(next part)
#	Structure	M14	SK-MEL-2	HOP-62	SK-MEL-5
25	CCOC(=O)c1c2ccncc2n2c(=O)n(-c3cccc(OC)c3)nnc12	107	105	90	99
26	COc1cc2cc(Oc3ccc(NC(=O)Nc4cccc(C(F)(F)F)c4)cc3)c(C)nc2cc1OC	23	-36*	25	-86*
27	O=C1CS/C(=N/S(=O)(=O)c2ccc(NNc3c4ccccc4nc4ccccc34)cc2)N1C1CCCCC1	100	107	92	94
28	O=C=NC(c1ccccc1)(c1ccccc1)c1ccccc1	101	118	143	114
29	Nc1nn(C(=O)c2ccc[nH]c2=O)cc1-c1ccc(Cl)cc1	98	100	88	100
30	CCO/C=C1\SC(=S)N(Cc2ccccc2)C1=O	111	96	97	101
31	CCCCCCCCCCCCCCCCCC(=O)OCC1OC(n2cnc3c(=S)nc[nH]c32)C(OC(=O)CCCCCCCCCCCCCCCCC)C1OC(=O)CCCCCCCCCCCCCCCCC (stereo unspecified)	97	·	98	104
32	COc1ccc(C(=O)C(C)(CN(C)C)c2ccccc2)cc1 (stereo unspecified)	104	97	111	99
33	Clc1ccnc(SCc2ccccc2)n1	99	98	95	97
34	Cc1ccc(-c2ccc(Nc3ccccc3)nn2)cc1S(N)(=O)=O	83	·	107	89
35	Nc1nc(-c2ccccc2)c(N=Nc2cccc(Cl)c2)s1	85	82	87	96
36	Cc1ccc(S(=O)(=O)N(CCCc2c(C)nc(N)[nH]c2=O)c2ccccc2)cc1	112	92	99	102

#	SK-MEL-28	A549/ATCC	EKVX	HOP-92
25	113	94	81	94
26	27	3.1*	15	-30*
27	110	97	99	109
28	114	107	111	110
29	105	98	100	124
30	98	·	·	83
31	156	113	89	127
32	105	·	·	92
33	102	83	96	88
34	89	79	·	99
35	95	85	72	63
36	109	96	·	82

(listing goes on)
#	Structure	M14	SK-MEL-2	HOP-62	SK-MEL-5
37	COc1c2ccoc2cc2oc(C)c(C(C)=O)c(=O)c12	102	101	104	101
38	CC1CCCc2c1nn(C(=O)/C=C(\N)c1ccccc1)c2N (stereo unspecified)	63	90	66	34
39	NCCOCCOc1ccccc1	102	101	109	114
40	NS(=O)(=O)c1ccc(C(=O)N2N=C(c3ccccc3)CC2c2ccc(Cl)cc2)cc1 (stereo unspecified)	99	103	98	96
41	CCC(=O)N1N=C(c2ccc(-n3ccc(C(F)(F)F)n3)c(C)c2)CC1c1ccc[nH]1 (stereo unspecified)	95	102	99	94
42	Cn1c(S)c(N=Nc2ccc(O)cc2)sc1=S	103	100	97	100
43	COc1ccc(/C=N/n2c(-c3ccccc3)cc(C)c(C#N)/c2=N\N)cc1OC	98	105	77	103
44	Cn1cc(-c2ccc(-c3cn(C)c4ccc(Cl)cc34)[nH]2)c2cc(Cl)ccc21	-75*	-19*	9.6*	-99*
45	Cc1c(C(=O)NNC(=O)Nc2ccc(Cl)cc2)nnn1-c1ccc(Cl)cc1	87	111	90	98
46	C/C(O)=C1\C(=O)OC(C2=C(c3cccs3)NC(=S)NC2C)=CC1c1ccc(C)o1 (stereo unspecified)	83	99	91	100
47	NC(=O)c1c(NC(=O)c2cc(Cl)c[nH]c2=O)sc2c1CCC(=O)C2	88	112	97	95
48	O=c1[nH]cc(S)c(=O)[nH]1	104	104	106	110

#	SK-MEL-28	A549/ATCC	EKVX	HOP-92
37	·	107	108	86
38	65	61	75	32
39	107	104	106	65
40	108	97	91	93
41	98	90	102	101
42	106	101	100	99
43	111	100	105	·
44	-53*	-48*	-89*	-36*
45	94	93	84	77
46	106	79	104	53
47	91	104	96	88
48	130	104	100	105

15 of the compounds above, with one line to a screen.
#34 Cc1ccc(-c2ccc(Nc3ccccc3)nn2)cc1S(N)(=O)=O
#35 Nc1nc(-c2ccccc2)c(N=Nc2cccc(Cl)c2)s1
#36 Cc1ccc(S(=O)(=O)N(CCCc2c(C)nc(N)[nH]c2=O)c2ccccc2)cc1
#37 COc1c2ccoc2cc2oc(C)c(C(C)=O)c(=O)c12
#38 CC1CCCc2c1nn(C(=O)/C=C(\N)c1ccccc1)c2N (stereo unspecified)
#39 NCCOCCOc1ccccc1
#40 NS(=O)(=O)c1ccc(C(=O)N2N=C(c3ccccc3)CC2c2ccc(Cl)cc2)cc1 (stereo unspecified)
#41 CCC(=O)N1N=C(c2ccc(-n3ccc(C(F)(F)F)n3)c(C)c2)CC1c1ccc[nH]1 (stereo unspecified)
#42 Cn1c(S)c(N=Nc2ccc(O)cc2)sc1=S
#43 COc1ccc(/C=N/n2c(-c3ccccc3)cc(C)c(C#N)/c2=N\N)cc1OC
#44 Cn1cc(-c2ccc(-c3cn(C)c4ccc(Cl)cc34)[nH]2)c2cc(Cl)ccc21
#45 Cc1c(C(=O)NNC(=O)Nc2ccc(Cl)cc2)nnn1-c1ccc(Cl)cc1

| entry no. | 34 | 35 | 36 | 37 | 38 | 39 | 40 | 41 | 42 | 43 | 44 | 45 |
| --- | --- | --- | --- | --- | --- | --- | --- | --- | --- | --- | --- | --- |
| M14 | 83 | 85 | 112 | 102 | 63 | 102 | 99 | 95 | 103 | 98 | -75* | 87 |
| SK-MEL-2 | · | 82 | 92 | 101 | 90 | 101 | 103 | 102 | 100 | 105 | -19* | 111 |
| HOP-62 | 107 | 87 | 99 | 104 | 66 | 109 | 98 | 99 | 97 | 77 | 9.6* | 90 |
| SK-MEL-5 | 89 | 96 | 102 | 101 | 34 | 114 | 96 | 94 | 100 | 103 | -99* | 98 |
| SK-MEL-28 | 89 | 95 | 109 | · | 65 | 107 | 108 | 98 | 106 | 111 | -53* | 94 |
| A549/ATCC | 79 | 85 | 96 | 107 | 61 | 104 | 97 | 90 | 101 | 100 | -48* | 93 |
| EKVX | · | 72 | · | 108 | 75 | 106 | 91 | 102 | 100 | 105 | -89* | 84 |
| HOP-92 | 99 | 63 | 82 | 86 | 32 | 65 | 93 | 101 | 99 | · | -36* | 77 |

#46 C/C(O)=C1\C(=O)OC(C2=C(c3cccs3)NC(=S)NC2C)=CC1c1ccc(C)o1 (stereo unspecified)
#47 NC(=O)c1c(NC(=O)c2cc(Cl)c[nH]c2=O)sc2c1CCC(=O)C2
#48 O=c1[nH]cc(S)c(=O)[nH]1

| entry no. | 46 | 47 | 48 |
| --- | --- | --- | --- |
| M14 | 83 | 88 | 104 |
| SK-MEL-2 | 99 | 112 | 104 |
| HOP-62 | 91 | 97 | 106 |
| SK-MEL-5 | 100 | 95 | 110 |
| SK-MEL-28 | 106 | 91 | 130 |
| A549/ATCC | 79 | 104 | 104 |
| EKVX | 104 | 96 | 100 |
| HOP-92 | 53 | 88 | 105 |

Next section:
#	Structure	M14	SK-MEL-2	HOP-62	SK-MEL-5
49	NC(=S)Nc1c(Br)cc(Br)cc1Br	·	105	107	102
50	Cc1cccc(NC(=O)Nc2ccc(Nc3ncnc4sc5c(c34)CCOC5)cc2)c1	88	·	103	100
51	CC(C)(C)OC(=O)NC(CCCNC(=O)OCc1ccccc1)C(=O)O (stereo unspecified)	97	·	100	101
52	Nc1c(-c2nc3ccccc3[nH]2)nnn1-c1cccc(C(F)(F)F)c1	102	86	97	90
53	CCO/C=N/C1=C(C#N)C(c2ccc(OC)cc2)c2c(c3ccccc3[nH]c2=O)O1 (stereo unspecified)	99	110	95	100
54	N#CN1CCCCC1	97	96	100	101
55	CCc1c(C)c2ccc3oc(Nc4ccccc4)nc3c2oc1=O	110	106	129	93
56	Cc1ccsc1[C@@H]1C[C@H](O)Cc2ccccc2N1	113	121	·	90
57	C=C(C)[C@@H]1CC[C@]2(C)[C@H](CC=C3[C@@H]4CC(C)(C)CC[C@]4(C(=O)NCC#CCN4CCN(C)CC4)CC[C@]32C)[C@@]1(C)CCC#N	-64*	94	81	53
58	C[C@@H](C[C@H](CCOC(=O)N(C)C)c1ccccc1)c1ccoc1	100	99	99	93
59	O=C1N=c2cc3c(cc2=C/C1=C/c1sc(=S)n(Cc2ccco2)c1O)OCO3	74	90	93	88
60	C[N+]1(C2CC3CCC2C3=O)CCOCC1 (stereo unspecified)	94	107	101	101
61	Cc1[nH]n(-c2ccccc2)c(=O)c1/C=C1\SC(=S)N(C)C1=O	98	116	99	104
62	CCOC(=O)C(F)(C#N)Cc1ccccc1 (stereo unspecified)	116	104	104	105
63	O=[N+]([O-])c1cc(-c2ccccc2)cc([N+](=O)[O-])c1O	104	101	98	98

#	SK-MEL-28	A549/ATCC	EKVX	HOP-92
49	99	104	106	86
50	100	105	101	87
51	97	93	·	89
52	109	78	·	·
53	104	102	99	88
54	100	93	101	99
55	114	98	91	84
56	114	101	86	71
57	97	53	82	13
58	105	93	96	93
59	93	96	82	77
60	103	96	·	81
61	101	101	105	114
62	124	91	103	·
63	113	96	99	112

Screening data as filed in PubChem.
